CF NFkB block: inhibitors of cystic fibrosis induced NF-kB | KKLEB NF-kB-GFP reporter, PAF-induced, GFP fluorescence overnight | inhibition, % at 5 µM | 0.86% of 360,000 active | AID 588850;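 active = at least 50% inhibition at 5 µM, scaled per plate between neutral and stimulator controls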;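 also: PAF is a Pseudomonas aeruginosa culture filtrate used as stimulus; plate controls were PAF-stimulated DMSO wells for no effect and unstimulated DMSO wells for full effect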
NR2E3 ag-1: activates human NR2E3 receptor; Q9Y5X4; CHO-S Gal4-NCOR/VP16-NR2E3 two-hybrid, luciferase; inhibition of corepressor binding, % at 3.98 µM; 0.35% of 360,000 active; AID 602229;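 active = inhibition above the mean of all tested compounds plus 3 SD, cut at about 70% in these data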;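 also: 0% = DMSO with NR2E3 transfected cells and 100% = cells lacking NR2E3 construct; higher means lower luciferase signal from less NR2E3 corepressor binding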
Target sequence (Q9Y5X4 whole entry, looked up, the tested form may be a part): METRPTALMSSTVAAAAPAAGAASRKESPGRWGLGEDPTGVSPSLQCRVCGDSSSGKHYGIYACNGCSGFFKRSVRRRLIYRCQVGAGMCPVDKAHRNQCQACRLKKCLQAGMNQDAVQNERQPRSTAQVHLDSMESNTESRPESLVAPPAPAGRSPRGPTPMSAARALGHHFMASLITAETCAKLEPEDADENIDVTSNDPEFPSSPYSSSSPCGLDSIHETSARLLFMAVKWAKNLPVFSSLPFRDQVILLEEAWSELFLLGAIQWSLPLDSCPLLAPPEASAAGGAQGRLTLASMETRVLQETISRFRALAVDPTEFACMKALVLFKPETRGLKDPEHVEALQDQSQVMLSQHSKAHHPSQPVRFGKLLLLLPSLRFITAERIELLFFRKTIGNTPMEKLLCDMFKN
TWEAK-Fn14 inh: inhibitors of TWEAK-Fn14 interaction signaling; TWEAK-stimulated Fn14 reporter cells, luciferase luminescence, 8 h; inhibition, % at 10 µM; 2% of 360,000 active; AID 1159606; in the data active = inhibition above about 50%
MITF TRPM1 inh: reduces MITF-dependent TRPM1 promoter luciferase signal; SK-MEL-5 TRPM1 promoter luciferase, 24 h; inhibition, % at 12.5 µM; 0.83% of 330,000 active;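 active = mean inhibition across replicates of 60% or more, whatever share of single replicates reaches that level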; also: values of inactives mirror those of a sister screen read the other way
aDG glyco act: increases alpha dystroglycan glycosylation; 0.22% of 360,000 active; activation, % at 10 µM; Pro5-aDG cells, alpha-DG glycosylation AlphaScreen (IIH6); 0% Pro5, 100% B10-LARGE cell signal;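 active = activation of at least 8% versus controls, or a plate z-score of at least 8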;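 also: Pro5 are CHO cells carrying HIG-tagged alpha-DG that lacks glycosylation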
NR2E3 ag-2: activates human photoreceptor nuclear receptor NR2E3; 0.12% of 320,000 active; GST-NR2E3/biotin-RetCOR TR-FRET, 1536-well; AID 2300; Q9Y5X4; inhibition of corepressor binding, % at 4.78 µM;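 active = percent inhibition above the cutoff of mean plus 3 SD of all tested compounds, set per screening campaign, cut at about 20% in these data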;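 also: 0% = DMSO wells and 100% = biotin wells as full block of FRET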
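Material: NR2E3–RetCOR corepressor complex | Quantity: 1.35 nM GST-tagged NR2E3 final | Schedule: 5 h at 4 °C | Replication: Singlicate compound wells | Reagent: RetCOR corepressor, biotinylated, 7 nM | Controls: Biotin wells as high control, 0.6% DMSO wells as low control | Signal: TR-FRET, Eu(K)-anti-GST donor, streptavidin-D2 acceptor, ex 340, em 617/671 nm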
Peg3 promoter: Peg3 promoter activity inhibition | HeLa PEG-Prom luciferase reporter, luminescence, overnight | inhibition, % at 20 µM | 1.7% of 360,000 active | AID 588405;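 active = inhibition of at least 50% at 20 µM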
Shn3 3UTR inh: reduces Shn3 3'UTR luciferase signal in osteoblasts; 0.52% of 360,000 active; Clone20 osteoblast Shn3 3'UTR firefly luciferase, 24 h; AID 588674; inhibition, % at 12.5 µM;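 active = mean inhibition of at least 75% with every replicate also reaching 75%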;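 also: 0% = median of neutral control wells and 100% = pilot-screen positive control compound; some compounds past the cut are filed as inactive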
iPSC survival up: hiPSC single-cell survival enhancement; ATPlite luminescence; 100% = ROCK inhibitor wells, 0% = DMSO; AID 602274; survival enhancement, % at 20 µM; 0.044% of 360,000 active; in the data active = survival enhancement above about 18%;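 also: cells exposed to compounds for 16 hours before the ATP read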
HIF-2a block: inhibitors of HIF-2a; AID 624352; inhibition, % at 18.8 µM; 0.72% of 360,000 active; 786-0 RCC cells HIF-2a reporter, luciferase luminescence, overnight;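 active = inhibition of the luminescence signal of 40% or more relative to plate controls, in a single-dose primary screen at 18.75 µM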
KKLEB tox: reduces viability of KKLEB cystic fibrosis airway cells; KKLEB CF airway cells viability, ATPlite luminescence, overnight; active compounds read low; cells stimulated with P. aeruginosa culture filtrate; activity change (cytotoxicity), % at 5 µM; 0.36% of 360,000 active; AID 602141;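 active = corrected activity change at or below -50% at 5 µM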
Starred values were filed as active, the others as inactive; / = not tested or not shown.

SMILES	CF NFkB block	NR2E3 ag-1	TWEAK-Fn14 inh	MITF TRPM1 inh	aDG glyco act	NR2E3 ag-2	Peg3 promoter	Shn3 3UTR inh	iPSC survival up	HIF-2a block	KKLEB tox
CN(CC(=O)NCCc1ccc(S(N)(=O)=O)cc1)CC(=O)Nc1ccc(Cl)c(C(F)(F)F)c1	-29	0	35	14	-0.3	/	18	44	1.4	12	10
O=C(CCC(=O)N1CCOc2ccccc21)Nc1ccccc1Br	8	-2	2	11	0.0	0	15	-20	-0.4	7	10
CCN(c1ccccc1)S(=O)(=O)c1cc(C(=O)O)ccc1C	-6	5	0	0	-0.2	0	12	1	-1.4	5	9
O=C(c1ccccc1)N1CCN(c2cc(Cl)nc3cc(-c4cccc(Cl)c4)nn23)CC1	-36	1	-32	/	0.1	/	11	1	0.5	-18	3
Cc1ccsc1C(=O)NNC(=O)COc1ccc(Br)cc1	-3	-19	-5	-11	-0.2	/	-3	5	0.2	2	-4
Cc1ccc(Nc2nc(N)nc(COC(=O)c3ccc(Br)o3)n2)cc1	10	-6	-7	-44	1.6	/	-125	-36	-0.5	-134	-1
CN(c1ccccc1)S(=O)(=O)c1ccc(C(=O)Nc2cccc(S(=O)(=O)N3CCOCC3)c2)cc1	5	-28	45	/	0.4	/	21	82	2.7	4	-6
CC1CCCC(C)N1S(=O)(=O)c1ccc(NC(=O)CCN2C(=O)C3CC=CCC3C2=O)cc1 (centres undefined)	21	-22	-1	3	-0.1	/	2	-6	-0.6	18	-13
CCOC(=O)[C@H](CCc1ccccc1)N[C@@H](C)C(=O)N1C(C(=O)O)C[C@@H]2CCC[C@@H]21 (some centres undefined)	1	-1	-28	5	0.1	-2	4	-5	-0.7	3	10
O=C(CSc1ncnc2c1sc1ccccc12)Nc1ccc(Br)cc1	43	-9	-51	8	0.1	-2	-7	11	-0.2	10	-57*
Cc1ncoc1C(=O)NC1CC(C)(C)Cc2c1cnn2-c1ccccc1 (centres undefined)	11	-28	4	-11	-0.3	/	6	4	-0.5	-15	-2
CC(=O)Cc1nsc(NC(=O)c2ccc(-c3ccc(Cl)c(Cl)c3)o2)n1	-20	-3	-28	5	-0.1	5	-3	-5	-0.4	-40	4
O=C(Nc1ccc(N2CCCCCC2)cc1)c1cccc(S(=O)(=O)N2CCOCC2)c1	28	33	12	2	2.8*	-1	-13	35	-0.2	-1	-2
O=C(CSc1ccc(-c2cccs2)nn1)N1CCCCC1	-11	-66	-13	-16	0.3	-95	-122	-39	-0.1	-128	-5
S=C(NCc1cccs1)Nc1cccc(Cl)c1Cl	1	-17	3	-2	0.1	2	-43	9	0.1	-54	8
Cc1noc(C)c1NC(=O)N(C)C[C@H]1Oc2ccc(NS(=O)(=O)c3ccc(F)cc3)cc2C(=O)N([C@H](C)CO)C[C@@H]1C	5	-10	-11	-6	-0.1	/	4	-35	-2.3	-6	-4
C/C=C/c1ccc(OCCCCOc2ccc(OC)cc2)c(OC)c1	-16	-3	-14	0	-0.2	1	24	13	2.2	9	13
CC(=O)n1nc(-c2cccnc2)nc1NCc1cccs1	-15	-27	-7	1	0.3	-1	-12	-12	-0.1	2	-9
Cn1c(=O)[nH]c(=O)c2c1nc(NCc1ccccc1)n2CCCc1ccccc1	8	-9	-11	-2	0.2	1	16	7	5.8	19	-7
O=[N+]([O-])c1cnc(Sc2ccncn2)c([N+](=O)[O-])c1	-8	-7	-1	/	1.4	/	113*	3	-1.5	5	-2
O=c1cc(Cc2ccccc2)[nH]c(=S)[nH]1	-8	-25	19	6	-0.4	-1	7	-2	2.1	25	4
N#CC1=C(N)Oc2n[nH]c(-c3cccs3)c2C1c1ccsc1 (centres undefined)	-22	-7	6	-7	0.0	1	8	0	-1.1	12	-4
Cc1ccc(NS(=O)(=O)c2cc(C(=O)Nc3cccc(N(C)S(C)(=O)=O)c3)ccc2C)c(C)c1	-2	-7	15	9	0.3	-6	33	16	3.2	35	0
CN(C)c1ccc(-c2csc(C(O)c3cccc(Cl)c3)n2)cc1 (centres undefined)	-13	12	8	/	0.4	/	-111	-4	2.0	-170	2
CCC(=O)NC1(C(F)(F)F)C(=O)Nc2c1c(=O)[nH]c(=O)n2Cc1ccco1 (centres undefined)	1	23	25	-4	0.0	2	13	-10	-3.1	2	-13
O=C(c1cc(Cl)nc2ccccc12)N1CCN(S(=O)(=O)c2cccc(C(F)(F)F)c2)CC1	9	-11	12	27	-0.1	1	16	9	0.9	20	-10
COc1ccc(NC(=O)c2sc3nc(-c4cccnc4)ccc3c2N)cc1	-7	10	-39	1	0.0	-2	-19	-6	0.9	-27	-9
O=C(CC1C(=O)NCCN1Cc1ccccc1C(F)(F)F)NC1CCCC1 (centres undefined)	12	2	12	-5	1.1	0	7	11	-0.4	6	4
COc1ccc(OC)c(-c2nc(CN3CCCCC3c3cccnc3)c(C)o2)c1 (centres undefined)	3	-25	-3	-4	-0.3	-4	7	2	-2.0	9	-3
Cc1cccc(NC(=O)COC(=O)c2ccccc2SCC(=O)N2CCCC2)c1	7	-23	-11	0	-0.3	2	-5	-14	-0.2	-15	-14

Grouped by structure, those above with an aryl methoxy group.
SMILES	CF NFkB block	NR2E3 ag-1	TWEAK-Fn14 inh	MITF TRPM1 inh	aDG glyco act	NR2E3 ag-2	Peg3 promoter	Shn3 3UTR inh	iPSC survival up	HIF-2a block	KKLEB tox
C/C=C/c1ccc(OCCCCOc2ccc(OC)cc2)c(OC)c1	-16	-3	-14	0	-0.2	1	24	13	2.2	9	13
COc1ccc(NC(=O)c2sc3nc(-c4cccnc4)ccc3c2N)cc1	-7	10	-39	1	0.0	-2	-19	-6	0.9	-27	-9
COc1ccc(OC)c(-c2nc(CN3CCCCC3c3cccnc3)c(C)o2)c1 (centres undefined)	3	-25	-3	-4	-0.3	-4	7	2	-2.0	9	-3

Entries of single compounds, quoted from the list. Order of values: CF NFkB block, NR2E3 ag-1, TWEAK-Fn14 inh, MITF TRPM1 inh, aDG glyco act, NR2E3 ag-2, Peg3 promoter, Shn3 3UTR inh, iPSC survival up, HIF-2a block, KKLEB tox
O=c1cc(Cc2ccccc2)[nH]c(=S)[nH]1 in the list: -8, -25, 19, 6, -0.4, -1, 7, -2, 2.1, 25, 4
Cc1ccc(NS(=O)(=O)c2cc(C(=O)Nc3cccc(N(C)S(C)(=O)=O)c3)ccc2C)c(C)c1 in the list: -2, -7, 15, 9, 0.3, -6, 33, 16, 3.2, 35, 0
CN(C)c1ccc(-c2csc(C(O)c3cccc(Cl)c3)n2)cc1 (centres undefined) in the list: -13, 12, 8, /, 0.4, /, -111, -4, 2.0, -170, 2

Gathered by group: the compounds so far containing a COOH group.
SMILES	CF NFkB block	NR2E3 ag-1	TWEAK-Fn14 inh	MITF TRPM1 inh	aDG glyco act	NR2E3 ag-2	Peg3 promoter	Shn3 3UTR inh	iPSC survival up	HIF-2a block	KKLEB tox
CCN(c1ccccc1)S(=O)(=O)c1cc(C(=O)O)ccc1C	-6	5	0	0	-0.2	0	12	1	-1.4	5	9
CCOC(=O)[C@H](CCc1ccccc1)N[C@@H](C)C(=O)N1C(C(=O)O)C[C@@H]2CCC[C@@H]21 (some centres undefined)	1	-1	-28	5	0.1	-2	4	-5	-0.7	3	10

The listing continues:
SMILES	CF NFkB block	NR2E3 ag-1	TWEAK-Fn14 inh	MITF TRPM1 inh	aDG glyco act	NR2E3 ag-2	Peg3 promoter	Shn3 3UTR inh	iPSC survival up	HIF-2a block	KKLEB tox
O=C(O)c1cc(NS(=O)(=O)c2ccc(NCc3ccccc3)c([N+](=O)[O-])c2)cc(C(=O)O)c1	8	-21	-18	8	0.0	3	3	-9	-0.5	16	-6
COc1ccccc1NC(=O)COC(=O)c1ccccc1SCC(=O)N1CCCC1	-2	-6	-10	12	0.0	-1	1	1	-0.3	9	5
OCCCCNCc1cc(Br)ccc1OCc1ccccc1	3	-49	-5	-4	1.2	0	11	6	-1.3	16	18
CCCn1c(SCC(=O)N2CCN(c3ccccc3)CC2)nc2ccccc2c1=O	6	6	6	6	-0.2	2	16	-5	-1.0	20	-2
Cc1c(C)c2ccc(OCc3ccc(C(=O)O)o3)c(C)c2oc1=O	11	-96	49	23	-0.1	-2	-41	8	-2.8	50*	-4
COc1ccc(C(=O)NC2=NCCS2)cc1	8	-63	5	-54	0.0	-1	-194	-87	1.2	-156	-14
CCN1C(=O)N/C(=C/c2cc(C)n(Cc3ccccc3)c2C)C1=O	-7	-41	2	-69	-0.8	-4	-153	-26	-2.2	-207	11
O=C(c1cccc([N+](=O)[O-])c1)N1CCCC(C(=O)N2CCCCCC2)C1 (centres undefined)	1	19	3	2	0.0	-3	5	15	-0.6	27	0
CCC(C)N(C(=O)Cn1nnc2ccccc21)C(C(=O)Nc1ccc(F)cc1)c1cccc(OC)c1 (centres undefined)	-6	-5	19	-1	0.4	1	17	-31	0.0	12	3
CC1(C)CC(=O)C(C=Nc2ccc(C(=O)c3ccccc3)cc2N=CC2=C(O)CC(C)(C)CC2=O)=C(O)C1	52*	5	32	7	-0.5	-1	-14	0	0.5	-6	-59*
FC(F)Oc1ccc(NC(=S)NCc2nc3ccccc3[nH]2)cc1	-7	-43	6	14	0.1	1	-2	26	-0.5	-25	-10
CC(C)C(NC(=O)c1cccs1)C(=O)NC1CCCCC1 (centres undefined)	0	-16	-10	5	0.1	2	6	-1	-0.4	12	1
CCCCNC(=O)N1CCN(c2ccccc2OC)CC1	3	-15	7	-13	0.2	-4	-4	7	-0.3	0	5
CCN(c1ccc(NC(=O)COC(=O)/C=C/c2ccco2)cc1)C(C)C	-10	-21	-3	-4	-0.1	/	-3	-13	3.4	-10	-4
COc1ccc(S(=O)(=O)N2CCCCCC2)cc1NC(=O)c1ccccc1F	-8	14	23	15	0.6	3	6	-5	-0.5	-7	-3
CCN(CC)C(=O)c1cccc(-c2csc(C(O)c3ccco3)n2)c1 (centres undefined)	-7	18	7	/	0.0	/	2	2	1.0	-4	6
CCNC(=S)NCC	16	-24	18	6	0.1	/	27	-3	-0.1	9	-2
COc1cc(-c2cnc3c(NC(C)=O)cc(-c4cccc(C(=O)NCCO)c4)cn23)cc(OC)c1OC	-3	-10	8	/	-0.4	/	29	-4	0.6	10	9
Cc1cccc(NC(=S)NNC(=O)c2ccc(O)cc2O)c1C	1	-20	-7	-1	0.0	4	-27	-38	-0.1	16	12
N#Cc1cccc(C(c2nnnn2C2CCCC2)N2CCCCCC2)c1 (centres undefined)	-4	5	-14	-7	0.3	-1	24	17	1.1	21	-9
COc1ccccc1C1CC(c2ccc(NS(C)(=O)=O)cc2)=NN1C(=O)c1ccccc1 (centres undefined)	-28	-16	-18	7	0.1	4	11	-16	-2.9	17	15
O=C(OC(C(=O)NCc1ccc(F)cc1)c1ccccc1)c1ccco1 (centres undefined)	8	-7	41	-3	-0.3	4	-12	-11	0.7	-3	-15
